PhoP GFP inhibition: PhoP regulon inhibitors, Salmonella typhi PhoP promoter GFP reporter, confirmatory (AID 1850) | Salmonella Typhi PhoP-promoter GFP reporter, fluorescence, 4 h; higher % means a stronger effect | one-dose inhibition, % at 50 µM; IC50 in µM for titrated hits | actives 0.33% (n = 310,000); in the data active = a potency from the dose series; inconclusive = inhibition mostly from about 25% at the one dose, without a potency; inactive = the rest, 99 in 100 with inhibition below about 19%;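 note: 0% = induced wells with vehicle and 100% = uninduced wells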
H37Rv inhibition: M. tuberculosis growth inhibition, HTS (AID 449762); inhibition, % at 25 µM, or IC50 in µM where a hit was titrated; M. tuberculosis H37Rv growth inhibition, 7H9 media; higher % means a stronger effect; actives 0.59% (n = 330,000); in the data active = a potency from the dose series; inconclusive = inhibition above about 70% without an active follow-up result;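 note: bacterial growth assessed after seven days of incubation; strong numbers were not always called active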
VEEV TC-83 Vero: inhibitors of VEEV TC-83 cytopathic effect, confirmation, Vero cells (AID 588727); Vero cells, VEEV TC-83 cytopathic effect inhibition; higher % means a stronger effect; one-dose inhibition, % at 20 µM; IC50 in µM for titrated hits; actives 0.13% (n = 350,000); in the data active = a potency from the dose series; inconclusive = inhibition mostly from about 14% at the one dose, without a potency; inactive = the rest, 99 in 100 with inhibition below about 12%; note: strong numbers were not always called active
tuberculosis growth: growth inhibition of non-replicating M. tuberculosis (AID 488890); Mycobacterium tuberculosis non-replicating, growth inhibition; higher % means a stronger effect; one-dose inhibition, % at 25 µM; IC50 in µM for titrated hits; actives 0.39% (n = 320,000); in the data active = a potency from the dose series; inconclusive = inhibition mostly from about 82% at the one dose, without a potency; inactive = the rest, 99 in 100 with inhibition below about 76%;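 note: plate controls were DMSO cells for no effect and high antibiotic wells for full effect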
H1N1 NS1A inhibition: H1N1 influenza NS1A inhibitors, functional cell based assay (AID 504329); NS1A functional cell-based assay, percent inhibition; higher % means a stronger effect; inhibition, % at 12.5 µM, or IC50 in µM where a hit was titrated; actives 0.3% (n = 340,000); in the data active = a potency from the dose series; inconclusive = inhibition above about 27% without an active follow-up result; note: strong numbers were not always called active
Active calls of the source: *; i = inactive; ? = inconclusive; · = no result given.

SMILES	PhoP GFP inhibition	H37Rv inhibition	VEEV TC-83 Vero	tuberculosis growth	H1N1 NS1A inhibition
O=[N+]([O-])c1ccc2ncnc(N3CCN(Cc4ccc5c(c4)OCO5)CC3)c2c1	1%	1%	1.1%	37%	11%
O=C(c1cnccn1)N(Cc1cccs1)C1(C(=O)NC2CCCC2)CCCCC1	0%	8%	i	-6%	-4%
COc1ccc(C(=O)Nc2ccc(N3CCOCC3)cc2)cc1S(=O)(=O)N1CCCC1	·	·	2.8%	·	1%
CCOc1ccc(-n2c(SCC(=O)Nc3ccc4c(c3)OCCO4)nc3c(c2=O)SCC3)cc1	9%	-7%	7.1%	20%	-5%
CC(=O)Nc1cc(NC(C)=O)cc(C(=O)N2CCCC3CCCCC32)c1 (stereo unspecified)	1%	2%	1.4%	-12%	-12%
COc1cc(C(C(=O)NC2CCCCC2)N(Cc2ccco2)C(=O)c2cnccn2)cc(OC)c1OC (stereo unspecified)	-4%	5%	i	21%	5%
Cc1cccc(NS(=O)(=O)c2ccc(C)c(C(=O)NCCCN3CCOCC3)c2)c1	·	·	1.4%	·	-2%
Cc1nc(Nc2ccc(F)cc2)nc(Nc2ccc(F)cc2)c1[N+](=O)[O-]	7%	8%	1.2%	-15%	1%
CCCCN(C)C(=O)Cn1cnc2sc(C)cc2c1=O	-8%	-1%	0.4%	-4%	0%
COc1ccc(Cc2nnc(Nc3ccccc3)s2)cc1Br	-10%	6%	0.4%	4%	15%
Cn1c(=O)c2c(=O)cc(N)[nH]c2n(C)c1=O	-7%	-5%	3.1%	-19%	-5%
CCOC(=O)C(=CNc1ccc(C(F)(F)F)cc1Cl)C(=O)OCC	3%	8%	0.8%	6%	-4%
COc1ccc(NC(=S)Nc2cccc(Cl)c2)cc1OC	-2%	11%	1.1%	24%	-5%
Cc1nn(CC(=O)N2CCC(C)CC2)c(=O)c2nn(-c3ccccc3)c(C)c12	1%	0%	0.3%	-3%	1%
O=C(NCC(=O)N(CCc1ccccc1)C(C(=O)NC1CCCC1)c1cccnc1)c1ccco1 (stereo unspecified)	-23%	-6%	i	20%	8%
O=C(C[n+]1ccc(/C=N/O)cc1)N(Cc1ccccc1)Cc1ccccc1	-8%	-7%	0.7%	-10%	2%
CC1CCCN(S(=O)(=O)CCNC(=O)c2ccc3c(c2)OCO3)C1 (stereo unspecified)	-3%	-6%	0.5%	-17%	-10%
Clc1ccc(NC2=NCCCS2)cc1Cl	0%	5%	i	-1%	0%
CCOc1ccc(CCNC(=O)COC(=O)c2cc([N+](=O)[O-])ccc2N2CCOCC2)cc1OCC	-3%	4%	0.6%	25%	-5%
CCOC(=O)c1cc(CC)sc1NC(=O)Cc1ccccc1	2%	0%	2.3%	24%	-7%
COc1ccc(C)cc1NC(=O)N1CCC(CO)(CC2CCCCO2)CC1 (stereo unspecified)	2%	-6%	1.1%	8%	9%
Cc1ccc(-n2ncc3c2CC(C)(C)CC3NC(=O)CCN2CCCCC2=O)cc1 (stereo unspecified)	-6%	-4%	i	6%	-8%
CC1=CC2=NC(=O)/C(=C/c3cccn3Cc3ccccc3)C(=N)N2O1	1%	0%	0.9%	12%	-12%
O=C1CC(c2ccc(Cl)cc2)c2c(O)cc(O)cc2O1 (stereo unspecified)	-7%	4%	0.6%	-10%	-7%
CC(C)(CNC(=O)/C=C/c1ccc(F)cc1)CNC(=O)/C=C/c1ccc(F)cc1	-2%	3%	7.2%	69%	-2%
COc1cccc(OC)c1C(=O)NC(=S)NCc1cccnc1	-4%	0%	3.9%	-8%	0%
O=C1C(c2ccccc2)SC(=Nc2ccccc2)N1S(=O)(=O)c1ccccc1 (stereo unspecified)	2%	4%	0.7%	21%	-3%
COC(=O)c1c(NC(=O)CC2SC(N)=NC2=O)sc(C)c1C (stereo unspecified)	0%	3%	0.6%	-8%	4%
Cc1ccc(C)c(S(=O)(=O)N2CCN(C(=O)c3cc(S(=O)(=O)NCc4ccccc4)ccc3C)CC2)c1	2%	-5%	4.1%	42%	12%
Cc1ccc(C(=O)Nc2ccc(S(=O)(=O)NC3=NCCCCC3)cc2)cc1S(=O)(=O)N1CCOCC1	·	3%	2.5%	28%	-7%

Pulled by compound from the list above, 2 records:
SMILES	PhoP GFP inhibition	H37Rv inhibition	VEEV TC-83 Vero	tuberculosis growth	H1N1 NS1A inhibition
Cc1ccc(-n2ncc3c2CC(C)(C)CC3NC(=O)CCN2CCCCC2=O)cc1 (stereo unspecified)	-6%	-4%	i	6%	-8%
O=C(C[n+]1ccc(/C=N/O)cc1)N(Cc1ccccc1)Cc1ccccc1	-8%	-7%	0.7%	-10%	2%

Next results follow:
SMILES	PhoP GFP inhibition	H37Rv inhibition	VEEV TC-83 Vero	tuberculosis growth	H1N1 NS1A inhibition
Cc1ccc(NC(=O)NC2OC(=O)c3ccccc32)cc1 (stereo unspecified)	·	·	0.1%	·	-1%
Cc1cc(C(=O)CSc2nnc(N)s2)c(C)n1Cc1cccs1	1%	2%	1.6%	-9%	-7%
O=C1CCCC2=C1C(c1ccc(Cl)cc1)C1C(=O)c3ccccc3C1=N2 (stereo unspecified)	5%	5%	5.3%	22%	20%
Cc1ccccc1-c1ccc(/C=C2/SC(N3CCOCC3)=NC2=O)o1	-30%	-4%	8.8%	30%	-15%
COc1cc(NC(=O)c2ccccc2F)ccc1NC(=O)c1ccccc1Cl	-2%	4%	0.4%	-2%	7%
Cn1nccc1C(=O)OCC(=O)Nc1nc(-c2ccccc2)cs1	-5%	-8%	6.9%	7%	3%
COc1cc2sc3ccc(C#Cc4ccccn4)cc3c(=O)c2cc1OC	-9%	1%	2.6%	46%	-6%
COc1ccc(-c2nnn(CC(=O)N(Cc3ccccc3Cl)C(C(=O)NCC3CCCO3)c3ccco3)n2)cc1OC (stereo unspecified)	11%	-5%	2.4%	30%	-6%
O=C1C2CC=CCC2C(=O)N1c1n[nH]c(Cc2ccccc2)n1 (stereo unspecified)	2%	-2%	2.3%	-5%	-1%
CC(C)(C)c1csc(NC(=O)c2cccs2)n1	5%	-2%	i	67%	0%
O=C(Nc1ccc(N2CCOCC2)nc1N1CCOCC1)c1cccc(C(F)(F)F)c1	12%	0%	0.3%	-5%	-17%
Cc1coc2cc3oc(=O)c4c(c3cc12)CCC4	-8%	3%	·	3%	·
COc1cccc(CC(=O)OCC(=O)NC2CCCC2)c1	·	3%	1.1%	9%	-11%
CN(CC(=O)Nc1ccc(F)c(F)c1F)C(=O)c1ccc(-n2cncn2)c([N+](=O)[O-])c1	7%	-10%	2.4%	1%	-8%
CC1Cc2ccccc2N1C(=O)CCn1c(=O)sc2ccccc21 (stereo unspecified)	9%	2%	9.5%	-19%	10%
Cc1ccc2nc(CCl)[n+]([O-])c(-c3ccccc3)c2c1	2%	?	0.6%	76%	-6%
O=C(NCCCN1CCN(c2ccccc2F)CC1)C1CCCN(S(=O)(=O)c2cnc[nH]2)C1 (stereo unspecified)	0%	-3%	1.0%	2%	1%
CC1CCCN(C(=O)CCNS(=O)(=O)c2ccc3c(c2)oc(=O)n3C)C1 (stereo unspecified)	0%	-2%	2.6%	1%	0%
CN(C)C(=O)CSc1nc2ccccc2n1Cc1ccccc1	-9%	0%	i	2%	0%
COC(=O)c1ccc(Cn2nnc3c(=O)[nH]c(C4CCCN(S(=O)(=O)c5cccc(Cl)c5)C4)nc32)cc1 (stereo unspecified)	-1%	-6%	4.1%	-18%	5%
CC(C)CC(=O)N1CCN(S(=O)(=O)c2ccc(Cl)cc2)CC1	-6%	-13%	1.2%	-11%	-6%
CCCn1c2ccc(C)cc2c2nnc(SCCN3CCOCC3)nc21	-12%	3%	14%	53%	23%
CCN(CC)C(=O)CN1C(=O)NC2(CCc3ccccc3C2)C1=O (stereo unspecified)	2%	-1%	1.6%	-4%	-6%
CCS(=O)(=O)NCCCc1ccccc1	10%	-11%	2.4%	2%	-1%
CN1C(=O)N(CC(=O)N2CCN(S(=O)(=O)/C=C/c3ccccc3)CC2)C(=O)C12CCCCC2	·	-2%	i	49%	-4%
COCCN(CCOC)C(=O)CN1C(=O)NC(Cc2c[nH]c3ccccc23)C1=O (stereo unspecified)	10%	-3%	2.5%	-8%	3%
Cc1cccc(-n2nc3c(c2NC(=O)C2CC2)CS(=O)(=O)C3)c1C	1%	-1%	5.0%	8%	-3%
C=CCSc1n[nH]c(=O)n1-c1cccc(C(F)(F)F)c1	15%	0%	1.4%	-2%	6%
Cc1cc(/C=C2/C(=O)N(C)C(=S)N2C)ccc1N1CCCC1	-2%	13%	1.1%	30%	-3%
CCn1c(N)c(Br)c(=O)[nH]c1=O	-3%	-6%	1.2%	-8%	0%

Only H1N1 NS1A inhibition, H37Rv inhibition and VEEV TC-83 Vero, for 5 of the compounds above:
Structure,H1N1 NS1A inhibition,H37Rv inhibition,VEEV TC-83 Vero
CCN(CC)C(=O)CN1C(=O)NC2(CCc3ccccc3C2)C1=O (stereo unspecified),-6%,-1%,1.6%
CCS(=O)(=O)NCCCc1ccccc1,-1%,-11%,2.4%
CN1C(=O)N(CC(=O)N2CCN(S(=O)(=O)/C=C/c3ccccc3)CC2)C(=O)C12CCCCC2,-4%,-2%,i
COCCN(CCOC)C(=O)CN1C(=O)NC(Cc2c[nH]c3ccccc23)C1=O (stereo unspecified),3%,-3%,2.5%
Cc1cccc(-n2nc3c(c2NC(=O)C2CC2)CS(=O)(=O)C3)c1C,-3%,-1%,5.0%

Returning to the listing, repeating the 2 entries before the break.
SMILES	PhoP GFP inhibition	H37Rv inhibition	VEEV TC-83 Vero	tuberculosis growth	H1N1 NS1A inhibition
Cc1cc(/C=C2/C(=O)N(C)C(=S)N2C)ccc1N1CCCC1	-2%	13%	1.1%	30%	-3%
CCn1c(N)c(Br)c(=O)[nH]c1=O	-3%	-6%	1.2%	-8%	0%
O=[N+]([O-])c1cccc(S(=O)(=O)c2cccc([N+](=O)[O-])c2)c1	-3%	-10%	0.8%	-6%	-8%
CC(=O)Nc1ccccc1OC(C)C(=O)NC(C)c1ccc(F)cc1 (stereo unspecified)	-1%	4%	0.6%	-4%	1%
COc1ccc(CN2CCN(C(=O)c3ccco3)CC2)cc1OC	-5%	1%	i	-3%	4%
Cc1ccc(C)n1NC(=O)c1ccccc1O	4%	-6%	0.6%	37%	1%
O=C(NCCCSc1ccccc1)c1cc(Cl)ccc1O	9%	10%	i	?	-1%
C=C(C)CSc1nc(C)c(Cc2ccccc2)c(=O)[nH]1	-6%	-1%	3.2%	18%	2%
CCOC(=O)Cc1nnc(NC(=O)CSc2nncn2C)s1	10%	-1%	0.4%	-14%	-3%
O=C(CC1C(=O)NCCN1C1CCCC1)NCc1cccc(OC(F)(F)F)c1 (stereo unspecified)	-8%	1%	5.5%	4%	-16%
COc1ccc(NC(=O)CN(C)C(=O)Cc2ccc(S(=O)(=O)N3CCOCC3)s2)cc1	-10%	2%	0.2%	6%	16%
NNC(=O)c1ccc(N2CCCCCC2)c([N+](=O)[O-])c1	12%	22%	2.3%	8%	-1%
CCOC(=O)NC(=O)C(/C=N/c1sccc1C(=O)OC)=C(\C)O	10%	14%	i	5%	·
COc1cccc(-c2nnc(SC(C(=O)c3c[nH]c4ccccc34)c3ccccc3)n2C)c1 (stereo unspecified)	5%	10%	1.7%	-14%	6%
COc1ccccc1N1CCN(C(=O)C2CCN(C(=O)c3ccccc3C)CC2)CC1	-5%	-4%	1.9%	2%	-9%
Cc1cc(C)c2nc(C(F)(F)F)nc(NCCCN3CCCC3=O)c2c1	-4%	-4%	6.1%	11%	-2%
CCCCn1cnc2cc(NCc3ccncc3)ccc21	4%	3%	i	11%	-3%
COc1ccc(CN2CCN(C(=O)c3cc(C4CC4)nn3-c3ccccc3)CC2)cc1F	·	-2%	0.2%	15%	-3%
CC1CCC(=O)N(CCSc2ccccc2)CC1 (stereo unspecified)	-27%	-2%	i	-7%	-9%
COC(=O)c1c(C)[nH]c(C(=O)OCC(=O)N2c3ccccc3NC(=O)C2(C)C)c1C	1%	11%	11%	47%	0%
O=C(N=C1SC2CS(=O)(=O)CC2N1c1cccc(Cl)c1Cl)C1CCCO1 (stereo unspecified)	4%	2%	2.8%	6%	5%
CN(C)S(=O)(=O)c1cccc(C(=O)Nc2cc(Cl)cc(Cl)c2)c1	-7%	?	5.5%	36%	1%
Cc1ccc(-c2nnc3sc(C4COc5ccccc5O4)nn23)cc1 (stereo unspecified)	3%	?	i	?	3%
O=C(CCc1ccccc1)Nc1nc2nc(-c3ccccc3)cc(=O)n2[nH]1	-1%	-10%	3.9%	26%	3%
CCCc1cc(=O)[nH]c(SCC(=O)N(CC)c2c(N)n(Cc3ccccc3)c(=O)[nH]c2=O)n1	5%	-1%	0.9%	1%	0%
COc1ccccc1C(C)NC(=O)c1ccc(NC(=O)CC2SC(N3CCCC3)=NC2=O)cc1 (stereo unspecified)	·	-6%	1.7%	18%	-4%
COCc1cc(C)nc2sc(C(=O)Nc3nccs3)c(N)c12	1%	-6%	11%	-6%	-10%

High-throughput results: PubChem, Southern Research Specialized Biocontainment Screening Center
